Source: PubChem (several laboratories)
CRFR2-BP antag: antagonists of CRF-BP/CRF-R2 complex, primary screen, cell-based, HEK293, calcium dye fluorescence, uHTS | actives 0.59% (n = 350,000) | AID 588475, 2011 | CRF-induced calcium fluorescence | inhibition, % at 11.8 µM;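 active = inhibition of the ligand-induced calcium signal above about 50% at the single tested concentration, limit read from the data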
IDE act: human IDE activators in live cells, primary screen, fluorescence polarization, HEK cells, FAbeta-B substrate. FAbeta-B cleavage; 0% vehicle, 100% cell-free pure enzyme wells. Insulin-degrading enzyme (Homo sapiens), P14735. activation, % at 5.96 µM. actives 0.073% (n = 340,000). AID 493087, 2011;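 active = activation above the mean of all tested compounds plus 3 SD, set per screening campaign, cut at about 17% in these data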
IMP-1 inh: IMP-1 metallo-beta-lactamase inhibitors, primary screen, biochemical, epi-absorbance readout, Pseudomonas aeruginosa enzyme. metallo-beta-lactamase IMP-1 (Pseudomonas aeruginosa). purified IMP-1, nitrocefin hydrolysis, epi-absorbance fluorescence. inhibition, % at 5.6 µM. actives 0.45% (n = 290,000). AID 1556, 2009;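 active = inhibition above the mean plus 3 SD of all compounds in the same screening run, cut at about 4.5% in these data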;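 note: 0% = IMP-1 with DMSO and 100% = DMSO wells lacking enzyme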
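system = purified recombinant IMP-1 beta-lactamase | amount = 0.2 nM IMP-1, as dispensed | medium = HEPES buffer pH 7.1 with ZnSO4 and Brij 35 | times = 25 °C, 15 min preincubation, 25 min reaction | detection = plate fluorescence quenching by hydrolysis product, ex 480/em 530 nm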
VIM-2 inhibitor: VIM-2 metallo-beta-lactamase inhibitors, primary screen, biochemical, epi-absorbance readout, Pseudomonas aeruginosa enzyme; purified VIM-2, nitrocefin hydrolysis, epi-absorbance fluorescence; inhibition, % at 5.6 µM; actives 0.89% (n = 290,000);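 active = inhibition above the mean of all tested compounds plus 3 SD, cutoff set per screening run, cut at about 7.5% in these data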;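 note: red hydrolysis product quenches plate fluorescence so inhibitors raise well fluorescence; 0% = enzyme with DMSO and 100% = DMSO without enzyme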
SUMO HTRF inh: inhibitors of in vitro SUMOylation cascade, primary screen, biochemical, HTRF, uHTS. SUMO-conjugating enzyme UBC9 (Homo sapiens), P63279. HTRF SUMOylation assay, SAE1/SAE2 + UBC9. inhibition, % at 35 µM. actives 0.36% (n = 290,000); in the data active = inhibition above about 50%, passing the limit was not always enough; note: strong numbers were not always called active
pCIP destab: p/CIP-EGFP fusion destabilizers, primary screen, fluorescence, F442A cells. Q05BA5. 16 h. decrease of EGFP signal, % at 10 µM. actives 0.01% (n = 290,000);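 active = EGFP signal decrease of at least 30% at 10 µM or well 3 SD below plate mean, unless failing retest; inactive = the rest, including hits failing retest or dose response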; note: some compounds called inactive have numbers as strong as hits; many of its hits are not listed in these tables
IDE inh: human IDE inhibitors in live cells, primary screen, fluorescence polarization, HEK cells, FAbetaB substrate | Insulin-degrading enzyme (Homo sapiens), P14735 | FAbetaB cleavage | inhibition, % at 5.59 µM | actives 0.41% (n = 320,000) | AID 434962, 2010;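 active = percent inhibition above the average of all tested compounds plus 3 SD, set per screening campaign, cut at about 16% in these data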;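 note: IDE supplied by intact live HEK cells; FP after avidin binding of uncleaved biotin substrate so inhibition keeps polarization high; 0% = DMSO wells and 100% = 60 µM reference IDE inhibitor Ii1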
HCV NS3 hel inh: inhibitors of HCV NS3 helicase, primary screen, biochemical, Cy5 molecular beacon fluorescence; NS3 helicase DNA unwinding; actives 0.56% (n = 290,000); inhibition, % at 10.9 µM; Hepatitis C virus NS3 helicase; AID 1800, 2009;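 active = inhibition above the mean of all tested compounds plus 3 SD, set per campaign, cut at about 35% in these data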;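 note: 0% = DMSO wells and 100% = thioflavine S control wells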
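Material: hepatitis C virus NS3 helicase domain fragment enzyme; measured by: Cy5 fluorescence, 0 and 60 min reads; control set: DMSO and thioflavine S; incubation: 60 min unwinding reaction at 25 °C after ATP addition; read-out basis: % inhibition from 60/0 min fluorescence ratio, DMSO 0%, thioflavine S 100%; repeats: singlicate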
GalR3 antag: GalR3 antagonists in HEK293 cells, primary screen, cell-based, fluorescence readout. Galanin receptor type 3 (Homo sapiens), O60755. HEK293 GalR3-CNG cAMP membrane potential fluorescence; galR3 body fused to GalR1 C-terminus. inhibition, % at 3 µM. actives 0.44% (n = 360,000). AID 651719, 2012;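 active = inhibition above the screen-wide average plus 3 SD, cut at about 13% in these data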;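 note: forskolin and galanin both at EC90 stimulate the cells; cAMP rise reported by CNG channel membrane potential dye signal; 0% = forskolin plus galanin with DMSO and 100% = forskolin alone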
Starred values were filed as active, the others as inactive; . = no result given. Hits appear at their usual frequency. Share with any hit: about 3.2%.

SMILES	CRFR2-BP antag	IDE act	IMP-1 inh	VIM-2 inhibitor	SUMO HTRF inh	pCIP destab	IDE inh	HCV NS3 hel inh	GalR3 antag
CCCCC(=O)Nc1ccc(NC(=O)C2CC2)nc1	-8.0	6.0	-0.9	-2.4	-10.2	-6.7	-1.2	9.8	-0.1
Cc1ccc(-n2c(-c3cc(C)n(C)n3)n[nH]c2=S)cc1	1.7	-2.1	-2.2	-3.0	19.2	0.0	2.3	0.2	-2.3
CCCNC(=O)C1CCN(S(=O)(=O)c2cccs2)CC1	-5.5	8.9	-0.7	-0.5	-1.4	0.9	-6.7	-12.7	-6.7
Fc1ccc(F)c(C2=NNC(=Nc3ccccc3F)SC2)c1	24.3	3.6	-3.5	-2.5	12.4	-0.2	6.5	-0.7	-3.6
Cc1c(OCC(=O)NCC2CCC(C(=O)O)CC2)ccc2c(-c3ccccc3)cc(=O)oc12 (stereo not drawn)	11.0	2.7	-4.5	-1.3	4.7	-2.0	2.0	18.8	-2.2
O=C(Cc1ccccc1)Nc1ccccc1C(=O)N1CCN(c2ccccc2)CC1	-5.8	0.6	-0.6	-2.8	-0.8	9.1	-0.2	7.3	2.5
CCC(=O)Nc1cc2nn(-c3ccccc3)nc2cc1Cl	5.0	5.4	-1.3	-1.2	-6.0	-8.9	1.9	-4.8	-2.5
O=C(c1ccco1)N1CCN(c2ccnc3cc(Cl)ccc23)CC1	-1.2	-17.1	-2.8	0.1	1.6	-10.2	26.3*	-10.0	-3.3
Cc1cc(C)n(Cc2ccc(F)cc2)c(=O)c1C#N	8.3	0.3	-0.7	-0.4	-1.5	4.1	5.8	4.4	.
COc1ccccc1CN1CCC(n2nccc2NC(=O)CCc2ccccc2)CC1	11.4	1.4	-2.7	-1.4	2.8	-5.1	2.5	-26.5	-8.4
Cn1c(=O)c2ccccc2n(CC(=O)NCCC2=CCCCC2)c1=O	-2.2	-0.4	0.3	-2.9	-10.8	-1.9	-4.5	3.5	-6.9
CCN(CC(=O)Nc1ccccc1OC)C(=O)CN1C(=O)NC(C)(c2ccc(C)cc2)C1=O (stereo not drawn)	-2.9	0.7	.	.	.	.	2.0	.	-0.5
CC(=O)Nc1nc2ccc(-c3nc4ccccc4o3)cc2s1	-19.6	0.6	-2.9	-2.3	-9.2	-0.1	2.1	-5.5	-3.7
Cc1cc(N2C(=O)C(O)=C(C(=O)c3cc4ccccc4o3)C2c2ccc([N+](=O)[O-])cc2)no1 (stereo not drawn)	4.3	1.9	-1.5	-3.6	5.5	1.4	-1.9	23.9	-7.4
CCCN(Cc1cc2cc(OC)ccc2[nH]c1=O)C(=O)c1ccco1	4.3	6.8	-2.3	-1.2	23.7	-23.2	3.9	5.6	-2.5
Cc1c(NC(=O)C2C3C=CC(C3)C2C(=O)O)c(=O)n(-c2ccccc2)n1C (stereo not drawn)	-19.9	5.2	0.4	-2.2	13.5	-1.9	-1.6	-5.0	.
COc1ccc(CNC(=O)Cn2nc([N+](=O)[O-])cc2C)cc1	4.3	3.9	-3.9	0.4	7.6	-12.8	1.2	-9.0	-6.2
CN(C)c1ccc(C(=O)Nc2ccc(S(=O)(=O)Nc3nccs3)cc2)cc1	-3.4	0.6	-6.0	-4.4	5.1	0.3	3.5	4.1	-4.1
CCOc1ccc(Oc2ccccc2NC(=O)CSCC(=O)Nc2cc(C)on2)cc1	14.6	-2.3	.	.	.	.	3.3	.	40.2*
COC(=O)C[C@H]1c2cc(F)ccc2S(=O)(=O)N1Cc1ccccc1OC	3.6	-6.3	.	.	.	.	2.8	.	-2.5
O=c1oc(-c2ccc(F)cc2)nc2ccsc12	0.8	-4.9	-2.7	-0.9	11.9	3.4	11.2	1.0	-1.6
CC(=O)Nc1ccc(NC(=O)c2cccc(S(=O)(=O)N3CCCCCC3)c2)cc1	-0.3	0.9	.	.	.	.	0.6	.	-5.2
O=S(=O)(c1cccs1)N1CCN(Cc2ccccc2)CC1	0.6	4.5	-6.0	-2.6	10.2	-4.8	3.9	1.3	-0.1
O=C1CCC(c2ccc3c(c2)CCC3)=NN1	-11.0	2.7	-2.1	-2.1	-5.8	2.8	-2.5	2.0	-1.9
CCN1CCN(c2ccc(S(=O)(=O)N3CCOCC3)cc2NC(=O)c2ccc(C(F)(F)F)cc2)CC1	-6.2	0.9	.	.	.	.	0.8	.	-0.6
O=C(CCCN1C(=O)/C(=C\c2cccs2)SC1=S)Nc1ccc(O)cc1C(=O)O	4.6	0.7	-1.6	1.7	.	-17.7	-2.1	-4.7	-6.6
O=C(CSc1ccc2nnc(-c3ccc(F)cc3)n2n1)N1CCCc2ccccc21	-6.8	-3.4	-2.0	-0.2	15.8	-23.3	0.8	6.5	-1.1
C[C@H](NC(=O)[C@@H]1Cc2ccccc2CN1)C(=O)Nc1ccc2c(c1)OCO2	-0.7	1.5	-0.6	-2.2	11.2	-2.3	-1.9	-5.5	-6.8
COc1ccc(NC(=O)Cn2nnc(C(=O)NCc3ccccc3)c2N)c(OC)c1	10.2	0.3	-1.4	-3.2	-16.4	10.9	-2.9	7.2	-3.2
Cn1c(SCC(=O)NC2CCCC2)nnc1-c1ccccn1	4.1	2.3	-0.1	-0.4	15.8	-3.6	1.9	-21.9	-1.4
O=C(CN1CCN(c2ccccn2)CC1)N(c1ccccc1)c1ccc2ccccc2c1	-4.3	3.8	-2.5	-3.0	-10.9	-10.8	2.0	-12.3	-3.1
O=C(NNC(=O)c1ccccc1)C(=O)N1CCCCC1	3.8	5.8	-1.0	-1.2	20.4	-5.1	4.8	-3.7	-2.3
CC1(C)Cc2c(C#N)c(N3CCOCC3)nc(-c3ccccc3)c2CO1	7.3	-9.6	-2.3	1.7	11.2	3.9	10.5	20.7	0.2
CC1(c2ccc(Cl)cc2)NC(=S)N2C1NC(=S)N2c1ccccc1 (stereo not drawn)	-15.0	2.7	-3.4	-2.2	-4.1	5.4	-0.1	0.5	-4.2
Cc1ccc(OCCN2C(=O)S/C(=C\c3ccc(C)o3)C2=O)cc1	13.0	-6.7	0.2	-2.6	20.4	2.9	2.1	20.2	-4.5
O=C(CCC1CCCN(C(=O)c2ccco2)C1)NCc1ccccc1F (stereo not drawn)	6.4	-1.4	-3.2	-1.6	9.7	-7.5	1.6	6.1	-0.4
Cc1ccc(C2=NNC(C(O)C(O)C(O)CO)S2)cc1 (stereo not drawn)	9.9	6.0	-4.8	-2.7	14.9	-13.7	0.9	0.5	-2.1
CN(Cc1ccc(F)cc1)C(=O)c1ccc(NS(=O)(=O)c2ccc3[nH]c(=O)[nH]c3c2)cc1	3.8	3.5	.	.	.	.	4.5	.	-2.8
COc1ccc(-c2nc(NC(=O)C3=NN(c4cccc(C)c4)C(=O)CC3)sc2C)cc1	-0.1	2.3	-1.8	-3.2	13.7	-7.1	3.8	13.7	-7.1
COC(=O)C(C(=O)OC)C(c1ccccc1)C(C(=O)c1ccccc1)[N+](=O)[O-] (stereo not drawn)	7.6	-8.8	-0.8	-1.4	6.3	-7.2	-2.5	-18.2	-3.2
COc1cccc(NC(=O)CN(C)C(=O)c2cccc(S(=O)(=O)N3CCN(c4ccc(F)cc4)CC3)c2)c1	-9.1	-4.5	.	.	.	.	5.2	.	-5.2
Cc1ccc(C(=O)CC(=O)COc2ccc(Cl)cc2C)cc1	-4.1	7.0	-2.5	0.0	4.0	8.9	3.6	9.7	-5.7
Cc1cc(N/N=C/c2ccco2)c2ccccc2n1	-7.9	1.6	-0.7	-1.1	0.8	-6.3	-0.3	5.5	-3.6
COc1ccc(C2CC(c3ccc(Cl)cc3)Nc3nc(NC(=O)c4ccco4)nn32)cc1 (stereo not drawn)	-7.2	0.3	-4.5	-4.3	3.2	4.3	.	-0.7	2.9
CCOc1ccc(N(CC(=O)NCc2ccc(Cl)cc2)S(=O)(=O)c2ccccc2)cc1	-2.0	-1.0	0.0	-1.5	-10.8	-4.2	-7.9	-14.8	-8.5
O=C(CN1CCN(S(=O)(=O)c2cccc(F)c2)CC1)NCC1(N2CCOCC2)CCCCC1	1.8	-1.4	.	.	.	.	2.4	.	-3.5
CCc1nc2n[nH]c(N)c2c2c1CCCC2	-38.0	4.9	0.1	0.6	-8.6	-0.1	5.2	0.1	3.4
O=CN1CCN(C(=O)c2ccccc2F)CC1	-3.4	4.0	-2.4	-4.1	13.7	-5.7	4.5	6.3	1.4
CC(C)CCNC(=O)C(=O)Nc1cc2c3c(c1)CCC(=O)N3CCC2	-8.2	0.9	-0.2	1.4	24.6	9.1	-3.5	-1.5	0.2
COc1ccc(Nc2nnc(SCc3cn4c(C)cccc4n3)s2)cc1	-17.8	-2.2	0.7	-0.6	5.1	-0.6	0.4	-6.5	-4.8
(more compounds)
SMILES	CRFR2-BP antag	IDE act	IMP-1 inh	VIM-2 inhibitor	SUMO HTRF inh	pCIP destab	IDE inh	HCV NS3 hel inh	GalR3 antag
COc1ccc(N(CC(=O)N2CCN(C)CC2)S(=O)(=O)c2ccccc2)cc1	0.8	1.1	-2.1	-2.2	6.4	3.4	2.8	6.0	-8.8
O=C(CN1CCC(NC(=O)c2ccccc2Cl)CC1)NCc1ccccc1	1.3	-2.2	-2.1	-2.0	-3.4	-4.3	1.0	-9.8	-10.0
Cc1ccc(OCCCCn2cnc3ccccc32)c(C)c1	-30.2	-5.5	6.6*	-2.2	18.3	-9.9	5.8	-12.8	0.9
O=C(NC12CC3CC(CC(C3)C1)C2)c1cnccn1	-8.0	0.4	-2.7	-4.1	17.0	-4.4	-2.4	4.9	-3.8
CCOc1ccc(CCNC(=O)c2ccc3ccccc3n2)cc1OCC	10.3	-2.6	-1.5	0.6	-9.5	4.6	-1.5	-9.4	1.7
O=C(Nc1c2c(nn1-c1ccc(F)cc1)CSC2)c1ccc(S(=O)(=O)N2CCOCC2)cc1	8.5	5.2	-1.5	-1.1	-13.6	4.5	0.9	4.8	.
CCN(CC)c1ccc(NC(=O)c2ccc(=O)[nH]c2)cc1S(=O)(=O)Nc1ccccc1OC	4.0	0.8	-4.0	-5.0	-0.9	-21.8	-6.6	2.7	-11.0
